# FBPA coupling cs = qHTS Assay for Inhibitors of Fructose-1,6-bisphosphate Aldolase from Giardia Lamblia: Coupling assay counterscreen. 290,000 tested, 0.67% active. AID 2472, 2010. coupling enzyme system counterscreen, AmpLite Red fluorescence. activity change, negative = inhibition, % at 58.2 µM, hits read low; in the data active = activity change below about -30%; also: % is scaled to controls: 0 for no effect and ±100 for the full control effect
#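 Compounds tested against the coupling enzymes alone at 57.5 uM final; readout was AmpLite Red fluorescence (525/598 nm) after 20 min at RT.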
# Integrin act MD = qHTS for Activators of Integrin-Mediated Alleviation for Muscular Dystrophy; alpha7betagal myoblasts, beta-gal FDG fluorescence, 48 h; Potency, µM (top dose mostly 38.3 µM), for inactives: top-dose activation, usual class: activators; 350,000 tested, 0.064% active;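 also: potency is read from the fitted curve at half-maximal effect; 100% = response of the positive control SU9516; nearly all actives have a fitted effect of over 60% in size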
#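 Alpha7betagal+/- myoblasts (passage 13) were plated 16-24 hr, then exposed to compounds (1:260 dilution of DMSO stock) for 48 hours at 37C. After MPER lysis, β-galactosidase reporter activity was read as FDG fluorescence (ex 480/em 540) after 30 minutes.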
# BCR signal inh = qHTS Assay to Find Inhibitors of Chronic Active B-Cell Receptor Signaling; ABC-DLBCL IkBa-CBG/CBR reporter, luminescence ratio, 4 h; Potency, µM (titrated, usually from 46.1 µM), without a hit: at the top dose ratio change, negative = lower green/red ratio, hits mostly inhibitors; 340,000 tested, 0.05% active; AID 493014, 2011; active = well fitted inhibition curve with a large enough effect in the signal ratio, with a control signal flat, not every such curve was filed as active; inconclusive = small, poorly fitted or top-dose-only effect, or effect the other way, or a change in a side signal; the % refers to the signal ratio;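 also: potency is read from the fitted curve at half-maximal effect; plate controls were basal doxycycline-induced cells for no effect and cells given 10 µM MG132 for full effect; MG132 reads +100%, hits lower the ratio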
#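 Doxycycline induced both beetle luciferases in TMD8 lymphoma cells; IKK-driven degradation limits the IkappaBalpha-fused green signal, while red luminescence normalises for cell number and nonspecific effects. Compounds tested up to 46 uM, 4 hrs.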
# B2AR arrestin = qHTS assay of beta-arrestin-biased ligands of beta2-adrenergic receptor. Beta-2 adrenergic receptor (Homo sapiens), P07550. beta-arrestin recruitment to beta2AR, cell-based reporter. Potency, µM (series often up to 46.1 µM), inactives show at the top dose activation, most hits filed as activators. 330,000 tested, 0.02% active. AID 492947, 2010;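 also: potency is read from the fitted curve at half-maximal effect; 0% = DMSO controls and full agonism = EC100 isoproterenol or metaproterenol; nearly all actives have a fitted effect of over 65% in size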
# Tb PFK block = qHTS Assay to Find Inhibitors of T. brucei phosphofructokinase; ATP-dependent 6-phosphofructokinase (Trypanosoma brucei brucei), O15648; T. brucei PFK, ADP-Glo luminescence; Potency, µM (highest dose often 57.5 µM), inactives show top-dose activity, negative = inhibition, usual class: inhibitors; 330,000 tested, 0.17% active; AID 485367, 2010;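 also: potency is read from the fitted curve at half-maximal effect; 0% = uninhibited 1x PFK enzyme wells and -100% = no-enzyme wells; nearly all actives have a fitted effect of over 60% in size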
# Target sequence (O15648 whole entry, looked up): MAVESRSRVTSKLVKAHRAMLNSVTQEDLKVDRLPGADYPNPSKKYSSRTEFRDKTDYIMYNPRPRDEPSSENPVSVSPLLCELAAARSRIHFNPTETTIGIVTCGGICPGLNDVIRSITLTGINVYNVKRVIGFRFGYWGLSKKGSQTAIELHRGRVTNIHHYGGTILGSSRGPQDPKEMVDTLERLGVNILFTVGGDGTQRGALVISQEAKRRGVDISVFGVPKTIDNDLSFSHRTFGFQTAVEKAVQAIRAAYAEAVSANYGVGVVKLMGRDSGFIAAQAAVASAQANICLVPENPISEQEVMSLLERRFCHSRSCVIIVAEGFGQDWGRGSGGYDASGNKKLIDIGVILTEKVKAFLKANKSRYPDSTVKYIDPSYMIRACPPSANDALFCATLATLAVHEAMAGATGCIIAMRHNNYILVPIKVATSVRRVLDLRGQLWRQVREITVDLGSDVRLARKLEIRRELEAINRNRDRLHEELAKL
#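 PFK 1.25 nM, F6P 0.5 mM, ATP 0.1 mM, 0.1 M TEA pH 8.0, 5 mM MgCl2, 0.01% Tween20, 0.1% BSA; 45 min RT. ADP-Glo readout. qHTS titration up to 57 uM; curves fitted, compounds curve-classed.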
# Menin MLL FP TR = qHTS Assay for Inhibitors Targeting the Menin-MLL Interaction in MLL Related Leukemias: Competition With Texas Red Labeled MLL-derived Mutant Peptide; 270,000 tested, 0.23% active; Menin + Texas Red MLL mutant peptide, fluorescence polarization; O00255; Potency, µM (doses to about 61.6 µM), for the others: at the highest dose FP activity change, negative = inhibition, most hits filed as inhibitors; active = well fitted inhibition curve with a large enough effect in the polarisation, with a control signal flat, not every such curve was filed as active; inconclusive = small, poorly fitted or top-dose-only effect, or effect the other way, or a change in a side signal; inactive = no such curve, though single readings can be large or run the other way; the % refers to the polarisation; also: potency is read from the fitted curve at half-maximal effect; % of control where 0% means no effect; many of its hits are not listed in these tables
# S-ASM inh = Inhibitors of Secretory Acid Sphingomyelinase (S-ASM): qHTS | AID 504937, 2011 | placental ASM, HMU-PC fluorogenic substrate, 60 min | 340,000 tested, 0.006% active | Potency, µM (titrated, usually from 57.5 µM), without a hit: at the top dose activity change, negative = inhibition, hits mostly inhibitors | Sphingomyelin phosphodiesterase (Homo sapiens), P17405; also: potency is read from the fitted curve at half-maximal effect
#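 Human placenta-derived ASM preincubated with compound 10 min at room temperature, then reacted with 9 uM (final) fluorogenic HMU-PC substrate for 60 min at 37 C. Stop solution raises pH to 10; fluorescence read at Ex 386/Em 447 nm.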
# PKM2 act = qHTS Assay for Activators of Human Muscle isoform 2 Pyruvate Kinase | purified PKM2, Kinase-Glo ATP luminescence, activation; response scale: 0% is enzyme alone, no compound | Pyruvate kinase PKM (Homo sapiens), P14618 | 260,000 tested, 0.34% active | Potency, µM (titrated, usually from 57.5 µM), inactives show at the highest dose activation, usual class: activators; also: potency is read from the fitted curve at half-maximal effect; % is scaled to controls: 0 for no effect and ±100 for the full control effect; nearly all actives have a fitted effect of over 55% in size
#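 Purified hPK-M2 (>95% pure) converted ADP (0.1 mM final) to ATP with 0.5 mM PEP in 50 mM imidazole pH7.2, KCl, MgCl2, Tween 20, BSA; 1 h at room temperature. ATP detected by Kinase-Glo luminescence.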
# GALK inh = qHTS Assay for Inhibitors of Human Galactokinase (GALK) | P51570 | Purified GALK, Kinase-Glo residual ATP luminescence | Potency, µM (series often up to 57.5 µM), inactives show top-dose activity change, negative = inhibition, usual class: inhibitors | 270,000 tested, 0.007% active | AID 1868, 2009; also: potency is read from the fitted curve at half-maximal effect; % is scaled to controls: 0 for no effect and ±100 for the full control effect
# Target sequence (P51570 whole entry, looked up): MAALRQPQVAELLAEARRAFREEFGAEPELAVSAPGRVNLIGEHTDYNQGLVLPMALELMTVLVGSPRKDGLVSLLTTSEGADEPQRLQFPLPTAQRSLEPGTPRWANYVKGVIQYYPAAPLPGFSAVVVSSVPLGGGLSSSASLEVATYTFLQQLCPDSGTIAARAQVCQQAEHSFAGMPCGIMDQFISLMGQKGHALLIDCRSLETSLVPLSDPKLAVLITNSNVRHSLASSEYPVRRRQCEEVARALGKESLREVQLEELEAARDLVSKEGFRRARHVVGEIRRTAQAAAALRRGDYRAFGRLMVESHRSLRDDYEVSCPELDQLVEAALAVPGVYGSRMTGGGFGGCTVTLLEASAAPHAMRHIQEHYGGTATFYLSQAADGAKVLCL
#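 Galactose (100 uM) and ATP (35 uM) were turned over by 5 nM GALK for 1 h at RT. Kinase-Glo Plus then converted the remaining ATP into a luminescent signal.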
# TSG101-PTAP inh = qHTS Assay for Iinhibitors of HIV-1 Budding by Blocking the Interaction of PTAP/TSG101; Tumor susceptibility gene 101 protein (Homo sapiens), Q99816; 340,000 tested, under 10 active; Fluorescence polarization, FITC-PTAP peptide / Tsg101 binding; Potency, µM (highest dose often 115 µM), for inactives: top-dose activity change, negative = inhibition, most hits filed as inhibitors; active = well fitted inhibition curve with a large enough effect in the main read-out, with a control signal flat, not every such curve was filed as active; inconclusive = small, poorly fitted or top-dose-only effect, or effect the other way, or a change in a side signal; inactive = no such curve, though single readings can be large or run the other way; also: potency is read from the fitted curve at half-maximal effect; % of control where 0% means no effect
#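 FP read-out: FITC-PTAP peptide, 50 nM final, binding Tsg101 binding domain, 10 uM final; 20 min, r.t.; 10 mM HEPES pH 7.5, 0.15 M NaCl, 0.01% Tween 20, 3 mM EDTA, 0.1 mM TCEP.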
# Giardia killer = Small Molecules that selectively kill Giardia lamblia: qHTS; AID 540267, 2011; 340,000 tested, 0.15% active; activity change, % at 7.66 µM, hits read low; Giardia lamblia trophozoite viability; in the data active = activity change below about -80%; inconclusive = between about -30% and that limit;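 also: parasites exposed to compound for two days anaerobically before the ATP read; % is scaled to controls: 0 for no effect and ±100 for the full control effect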
#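 Luminescent ATP signal served as the viability read-out, measured 15-30 min after adding ATP detection reagent to trophozoites that had been incubated with compounds for 48 hrs at 37 deg C anaerobically at 100 cells/well.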
# Numbers without * were called inactive; i = inactive; ? = inconclusive; nt = no result given; & = joins results of further samples; [ ] = another dose, or the depositor's remark. Unless noted, calls follow the shape of the dose curve; as a rule, active = well fitted curve in the direction sought with a large enough effect; inconclusive = small, poorly fitted or top-dose-only effect, or another doubt; inactive = no such curve, though single readings can be large; an effect the other way counts as inactive or inconclusive.
SMILES,FBPA coupling cs,Integrin act MD,BCR signal inh,B2AR arrestin,Tb PFK block,Menin MLL FP TR,S-ASM inh,PKM2 act,GALK inh,TSG101-PTAP inh,Giardia killer
COc1ccccc1CN1CCN(C(=O)COc2ccc3ccccc3c2)CC1,-2,-18%,3%,-0.7%,-2%,-14%,4%,nt,0%,-3%,-11
C[C@H]1CC[C@@H]2N(C1)C[C@H]1[C@@H]3C[C@H]4[C@@H](CC(=O)[C@H]5C[C@@H](O)CC[C@@]54C)[C@@H]3CC[C@H]1[C@]2(C)O,4,-2%,5%,-0.3%,4%,-15%,1%,nt,4%,1%,0
O=C1NC(=S)N(c2ccc(F)cc2)C(=O)/C1=C/c1ccccc1O,0,-6%,-1%,0.4%,-3%,38%[activator],-1%,nt,5%,-1%,1
COC(=O)N1CCN(C(=O)Cc2ccc(Cl)c(Cl)c2)C(CN2CCCC2)C1 (centres undefined),0,nt,-2%,-0.2%,-20%,?,nt,-3%,-1%,nt,nt
Clc1ccc(OCC#CCN2CCOCC2)cc1,-2,10%,?,-0.4%,-4%,-14%,0%,-2%,-2%,-3%,22
CC(Cc1ccccc1)NC=O (centres undefined),0,-2%,-3%,0.8%,-4%,?,1%,1%,nt,3%,17
C[N+](C)(C)CC#CCOC(=O)Nc1cccc(Cl)c1,0,nt,nt,nt,nt,3%&-1%,-1%,nt,nt,0%,1
NCC(CC(=O)O)c1ccc(Cl)cc1 (centres undefined),3&1&5,0%,1%,-0.1%,8%,15%&-1%&-2%&-3%&1%,10%,-8%,0%,-2%,-6
CC12CCCCC1=NC(c1ccc(Br)cc1)N2O (centres undefined),0,-14%[7.66 µM],2%,-0.9%,-1%,-5%,-1%,0%,5%,-7%,-1
Cc1nc2ccccc2c(=O)n1-c1ccc(F)cc1,1,0%,10%,0.2%,18%,-9%,4%,1%,0%,-9%,-1
CCOC(=O)c1sc2ccccc2c1NC(=O)c1coc2ccccc2c1=O,-1,?,-16%,3.3%,-9%,-5%,244%[activator],23%,3%,-3%,-18
COc1ccccc1N1CCN(Cc2ccccc2F)CC1,0,0%,7%,-0.1%,0%,-29%,1%,-4%,0%,-9%,13
Fc1ccccc1CCNCc1ccccc1,3,19%,3%,3.0%,-1%,5%,3%,-3%,1%,1%,-3
Fc1cccc(F)c1CN1CCN(c2ccc(Cl)cc2)CC1,-1,-25%,?,-0.7%,-7%,1%,5%,nt,5%,-4%,-10
S=C1CN=C(c2ccccc2)c2cc(Cl)ccc2N1,-1,3%,-17%,-0.5%,-1%,-1%,1%,?,-1%,1%,-1
Clc1ccc(CNCCc2ccc3c(c2)OCO3)cc1,4,9%,1%,0.1%,-6%,?,-1%,nt,0%,0%,-6
Cc1cccc(N2C(=O)NC(=O)/C(=C/c3cc4c(cc3[N+](=O)[O-])OCO4)C2=O)c1,2,-10%,?,-1.1%,-2%,5%,110%[activator],11%,3%,-12%,3
O=[N+]([O-])c1ccc(F)cc1OCc1nc(-c2cccs2)no1,1,16%,?,0.0%,1%,?,2%,5%,0%,1%,2
CN1/C(=C/C(=O)c2nc(S(C)(=O)=O)ncc2Cl)C(C)(C)c2ccccc21,2,-56%[inhibitor],?,-0.4%,?,5%,-15%,2%,-4%,-2%,3
O=c1[nH]c(=S)[nH]c(O)c1/C=C1/C=c2ccccc2=N1,-1,-55%[inhibitor],?,0.3%,1%,60%[activator],-2%,16%,-20%,-11%,21
COc1ccc(CC(C)NCCc2ccc(OC)c(OC)c2)cc1 (centres undefined),0,-25%,2%,-0.3%,1%,-14%,0%,-12%,1%,0%,9
COP(=O)(OC)c1nc(-c2cccc3ccccc23)oc1N1CCCCC1,-4,-5%,-14%,-0.8%,3%,?,i,-10%,-1%,-2%,2
CC(C)CCn1c(N)c(C(=O)NCc2cccs2)c2nc3ccccc3nc21,-21,0%,1%,1.4%,-2%,15%,i,7%,-1%,-2%,11
CCOC(=O)C1(CCOc2ccccc2)CCN(Cc2cnc(SC)nc2)CC1,3,-23%,-8%,0.5%,4%,?,2%,16%,1%,-6%,6
NC(=O)c1ccc(N=Cc2c(O)n(Cc3ccco3)c(=O)[nH]c2=O)cc1,1,13%,?,-0.4%,-20%,nt,-1%,?,3%,1%,2
# Going on with the list:
SMILES,FBPA coupling cs,Integrin act MD,BCR signal inh,B2AR arrestin,Tb PFK block,Menin MLL FP TR,S-ASM inh,PKM2 act,GALK inh,TSG101-PTAP inh,Giardia killer
CC(Cc1ccccc1)NC(=O)CN1CCCC1=O (centres undefined),2,14%,1%,-0.5%,-3%,4%,1%,-2%,nt,-2%,14
OC(CNC1CCCCC1)C(F)(F)F (centres undefined),1,30%,0%,-0.9%,-5%,9%,0%,0%,11%,-1%,7
COc1ccc(C(=O)OC2C[C@H]3CC[C@H](C2)N3C)cc1OC (some centres undefined),nt,nt,7%,-2.1%,4%,nt,0%,nt,nt,-1%,9
CCOC(=O)c1c(C)n(CCN2CCN(C)CC2)c2ccc(OC)cc12,0,-25%,-13%,-0.6%,-1%,6%,5%,-1%,-2%,-7%,8
CCOC(=O)C1=C(N)Oc2cc(C)oc(=O)c2C12C(=O)N1c3c(cccc32)C(C)=CC1(C)C (centres undefined),1,0%,1%,-3.5%,-2%,-5%,-5%,3%,1%,-7%,5
C/C(=N\Nc1ccccc1)c1c(O)n(Cc2ccccc2)c(=O)[nH]c1=O,4,16%,16%,0.0%,-1%,-6%,-20%,-7%,-2%,1%,13
O=C(CN1CCCC1=O)Nc1ccccc1,4,13%,6%,-0.3%,-4%,11%,-1%,-4%,3%,0%,16
O=C(NCC(c1cccnc1)N1CCN(c2ccccc2)CC1)Oc1ccccc1 (centres undefined),1,1%,13%,-0.1%,-4%,-7%,1%,-1%,0%,-4%,-2
CC(NCc1cccc(Cl)c1Cl)C(O)c1ccccc1 (centres undefined),5,?,?,2.6%,-1%,-3%,-4%,3%,1%,-1%,-12
O=c1[nH]c(=O)n(-c2ccc(Br)cc2)c(O)c1C=NC(CO)(CO)CO,1,12%,-13%,-0.5%,-2%,nt,-2%,1%,0%,-4%,-18
CN1C(=O)C(=CN2CCN(C(=O)c3ccco3)CC2)C(=O)N(C)C1=S,4,3%,?,-1.9%,-2%,-26%,-1%,-2%,-2%,-7%,-5
O=P(O)(O)c1ccccc1OCCOCCOCCOCCOc1ccccc1P(=O)(O)O,0,19%,nt,0.2%,16%,13%,-3%,-3%,-4%,-5%,-6
CCC(=Nc1ccc2c(c1)CCC2)c1c(O)n(-c2ccc(OC)cc2)c(=O)[nH]c1=O,1,0%,?,-0.3%,2%,nt,2%,0%,0%,-1%,0
CC(=O)Nc1ccccc1C(=O)OCc1cccc(F)c1,-1,3%,?,-0.3%,3%,-6%,2%,-2%,-2%,0%,12
Cc1cc(/C=C2\C(=O)NC(=O)N(Cc3ccco3)C2=O)c(C)n1-c1ccc(C(=O)O)cc1,-1,-15%,1%,0.0%,-1%,nt,1%,3%,0%,-4%,-20
O=C(c1cc(S(=O)(=O)N2CCC3(CC2)OCCO3)ccc1F)N1CCC2(CC1)OCCO2,1,-17%,5%,-0.7%,-3%,-2%,12%,-9%,-1%,2%,11
CN1CC(C(=O)c2cccc(C(F)(F)F)c2)C(c2ccc(Cl)cc2)C1 (centres undefined),1,-2%,0%,-0.2%,3%,?,-6%,nt,-2%,-1%,8
CCC(CC)NC1CCCCC1OC (centres undefined),0,10%,4%,0.2%,5%,-7%,1%,-7%,1%,-1%,7

# Screening data: PubChem BioAssay, National Center for Advancing Translational Sciences (NCATS)

# Only part of the results is shown; count on the stated rates, not on these rows.
